# p97 inhibitor: blocks human p97 ATPase activity | P55072 | recombinant p97 ATPase, Kinase-Glo ATP luminescence, 3 h | inhibition, % at 8 µM | 0.42% of 220,000 active; in the data active means inhibition above about 15%;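 further: 0% = DMSO vehicle and 100% = wells lacking enzyme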
# m-calpain inh: calpain II (pig) inhibition; purified calpain II, fluorogenic peptide substrate, 30 min; inhibition, % at 16 µM; 0.37% of 220,000 active; AID 1236;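 active means inhibition above about 50%, limit read from the data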
# EBV gp42 block: inhibitors of Epstein-Barr virus glycoprotein 42; 0.42% of 220,000 active; Fluorescence polarization binding assay, mP read-out; inhibition, % (tested at 21.74 µM); in the data active means inhibition above about 50%
# Target sequence (Q1HVG2 whole entry, looked up): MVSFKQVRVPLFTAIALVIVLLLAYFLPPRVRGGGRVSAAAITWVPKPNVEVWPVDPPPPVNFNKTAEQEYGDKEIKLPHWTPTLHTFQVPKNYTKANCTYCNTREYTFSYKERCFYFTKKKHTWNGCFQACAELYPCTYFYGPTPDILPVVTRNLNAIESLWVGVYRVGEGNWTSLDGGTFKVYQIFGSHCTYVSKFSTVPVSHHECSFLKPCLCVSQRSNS
# p47phox inh: p47phox (human) inhibition | p47phox/p22phox peptide binding, fluorescence polarization, 2 h | inhibition, % at 24.7 µM | 0.53% of 220,000 active | AID 1274;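 active means inhibition above about 30%, limit read from the data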;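 further: 0% = p47phox with labelled peptide and 100% = labelled peptide alone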
# RBBP9 inh: inhibitors of human serine hydrolase RBBP9; inhibition, % at 7.94 µM; 0.2% of 220,000 active; recombinant RBBP9, FP-Rh probe fluorescence polarization; AID 1515; O75884;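 active means inhibition above the campaign mean of all tested compounds plus 3 SD, cut at about 14% in these data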;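 further: plate controls were DMSO wells with RBBP9 for no effect and wells lacking RBBP9 protein for full effect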
# Target sequence (O75884 whole entry, looked up): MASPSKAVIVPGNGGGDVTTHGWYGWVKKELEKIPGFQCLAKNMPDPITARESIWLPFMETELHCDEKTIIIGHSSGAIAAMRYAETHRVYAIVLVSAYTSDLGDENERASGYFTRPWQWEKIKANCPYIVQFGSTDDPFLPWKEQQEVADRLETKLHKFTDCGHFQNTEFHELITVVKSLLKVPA
#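 Test system: recombinant human RBBP9; Timing: 30 min then 45 min, 25 °C; Detection: fluorescence polarization; Control set: RBBP9 with DMSO as uninhibited control, no-protein wells as full inhibition; Compound dosing: one concentration, 7.94 µM nominal, 0.794% DMSO; Probe or stimulus: FP-Rh activity-based probe, 375 nM before mixing.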
# Runt-CBFb FRET: inhibitors of human RUNX1 Runt domain binding to CBFb | Q01196+Q13951 | Cerulean-Runt/Venus-CBFb FRET ratio 530/480, 1 h | inhibition, % at 20 µM | 0.46% of 220,000 active | AID 1496;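 active means inhibition over about 50% at 20 µM in the single-dose screen, limit read from the data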;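 further: 0% = DMSO wells and 100% = excess unlabeled CBFb competitor control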
# Target sequence (Q01196 whole entry, looked up, the tested form may be a part): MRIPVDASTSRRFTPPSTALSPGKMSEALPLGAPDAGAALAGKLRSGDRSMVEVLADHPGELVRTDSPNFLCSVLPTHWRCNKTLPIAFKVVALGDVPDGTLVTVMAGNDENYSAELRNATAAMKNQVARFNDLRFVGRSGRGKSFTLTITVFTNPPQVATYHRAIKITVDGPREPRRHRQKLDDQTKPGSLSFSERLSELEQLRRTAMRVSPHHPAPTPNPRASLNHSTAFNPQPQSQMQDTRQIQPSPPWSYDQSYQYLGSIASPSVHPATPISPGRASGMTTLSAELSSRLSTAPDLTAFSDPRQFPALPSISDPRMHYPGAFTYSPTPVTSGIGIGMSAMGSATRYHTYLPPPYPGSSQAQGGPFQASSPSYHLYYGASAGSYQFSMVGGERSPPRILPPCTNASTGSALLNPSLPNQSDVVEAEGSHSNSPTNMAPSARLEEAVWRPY
# Target sequence (Q13951 whole entry, looked up, the tested form may be a part): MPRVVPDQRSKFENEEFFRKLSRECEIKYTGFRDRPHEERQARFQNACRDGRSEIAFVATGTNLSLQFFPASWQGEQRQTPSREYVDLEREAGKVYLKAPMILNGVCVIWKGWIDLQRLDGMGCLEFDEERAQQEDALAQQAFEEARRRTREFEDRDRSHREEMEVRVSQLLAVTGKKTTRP
#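 Assay system: Cerulean-Runt domain / Medium: Tris 50 mM pH 7.5, KCl, K2SO4, 0.01% BSA / Timing: protein complex preformed 1 h, compound exposure 1 h, room temperature, dark / Measured by: FRET, excitation 422 nm, emission at 530 and 480 nm / Evaluation: loss of energy transfer signal / Control set: 5 µM unlabeled CBFb as full-inhibition high control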
# Runt-SMMHC FRET: blocks binding of human RUNX1 Runt domain to CBFb-SMMHC. Cerulean-Runt/Venus-CBFb-SMMHC FRET ratio 530/480, 1 h. inhibition, % at 20 µM. 0.74% of 220,000 active. AID 1434;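 active means mean inhibition across duplicate retests at 20 µM reaching about 50%, limit read from the data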;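 further: 0% = DMSO wells and 100% = wells with excess untagged CBFb-SMMHC; inhibitors lower the FRET ratio by blocking Runt binding to CBFb-SMMHC; some results filed as inactive read as strong as hits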
# Furin inhibitor: human furin inhibition; P09958; purified furin, fluorogenic substrate cleavage; inhibition, % at 30 µM; 0.061% of 220,000 active; AID 463115; in the data active means inhibition above about 25%; further: inactives centre near -15
# Tb hexokinase: blocks Trypanosoma brucei hexokinase 1 activity; recombinant TbHK1, G6PDH-coupled NADH A340; inhibition, % at 10 µM; 0.11% of 220,000 active; AID 1430;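 active means inhibition of 50% or more in the single-dose primary screen; inactive means inhibition below 50%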
# Starred values were filed as active, the others as inactive; · = not tested or not shown; [ ] = dose if it differs, or a comment.
cpd	SMILES	EBV gp42 block	p97 inhibitor	Tb hexokinase	p47phox inh	Runt-SMMHC FRET	RBBP9 inh	Furin inhibitor	Runt-CBFb FRET	m-calpain inh
1	C#CCOCCOCCOCCNc1nc(N2CCN(C(=O)[C@H]([C@@H](C)CC)n3cc([C@@H](N)Cc4ccc(O)cc4)nn3)CC2)nc(N2CCN(C(=O)[C@H]([C@@H](C)CC)n3cc([C@@H](N)CC(C)C)nn3)CC2)n1	-12	18*	5	·	-3	5	5	2	9
2	Cc1ccc(-c2nn(-c3ccccc3)cc2C2CC(c3cccs3)=NN2C(=O)CCCC(=O)O)cc1 (stereo not given)	20	-2	-2	-9	-10	7	-27[20 µM]	-4	-303
3	CCOC(=O)c1cc(OC(=O)c2ccccc2OC)n(-c2ccccc2)n1	-9	5	-2	17	0	-7	-25[20 µM]	-1	1
4	CCOc1ccc(Cc2c(Cl)nc(SC)nc2N(C)C)cc1	-12	-2	4	-2	4	-4	-7	-1	5
5	CN(CCCNC(=O)c1cc2c(=O)[nH]c3ccccc3c2n1C)Cc1ccccc1	-8	-2	-6	5	3	5	-19	1	-26
6	CC(C)Cn1c(CN2CCN(C(=O)c3ccco3)CC2)nc2c1c(=O)n(C)c(=O)n2C	-1	-2	2	-7	2	-1	-9	-2	20
7	O=C(O)c1cccnc1SC1CC(=O)N(c2cccc(C(F)(F)F)c2)C1=O (stereo not given)	-7	2	-6	2	-2	-9	-24	1	1
8	COc1ccc(OC)c(NC(=O)CN2CCN(C(=O)c3ccco3)CC2)c1	-15	3	2	-8	-6	2	-22	-2	8
9	COCCNC(=O)c1cn(C)c(=O)c2cc(OC)c(OC)cc12	-16	1	-9	-11	4	-15	-8	-2	-32
10	O=C(CSc1nnc(COc2cccc3cccnc23)o1)N1CCN(C(=O)c2ccco2)CC1	-6	4	7	-6	-1	-5	-38[20 µM]	0	-32
11	O=C(NCC(c1cccs1)N1CCOCC1)c1ccc(Cl)c(S(=O)(=O)N2CCOCC2)c1 (stereo not given)	-16	4	-8	-4	-5	1	1	3	-311
12	Cc1ccc(SC(c2ccc(C)cc2)C(Cn2cncn2)C(=O)c2ccccc2)cc1 (stereo not given)	-26	-4	-3	1	-5	1	-17[20 µM]	-6	27
13	NS(=O)(=O)c1ccc(NC(=O)COC(=O)c2cc3ccccc3oc2=O)cc1	-14	7	-22	-11	-6	-9	-12	-1	-6
14	O=C(OCn1nnc2ccccc2c1=O)C12CC3CC(CC(O)(C3)C1)C2	-10	1	2	1	1	-2	-20	-1	-14
15	N=c1c2c(n(Cc3ccc(F)cc3)c3c1CCC3)CCCC2	6	4	0	0	1	-4	-14	0	-23
16	COc1ccc(CCNC(=O)C2CCCN(Cc3nc(-c4cccc(Cl)c4)oc3C)C2)cc1OC (stereo not given)	-13	-3	-10	-12	-5	-3	-8	-2	-32
17	COCC(C)NCc1ccc(C)cc1C (stereo not given)	-11	-2	-8	-9	2	-2	-20[20 µM]	-2	0
18	Cc1onc(C(=O)N2CCC(C(N)=O)CC2)c1-c1ccccc1Cl	-3	0	-4	-8	2	-2	-20	-1	9
19	COC(=O)c1sc(NC(=O)C2CCCCC2C(=O)O)c(C(=O)OC)c1C (stereo not given)	-28	7	2	-3	4	-9	-2	0	19
20	CC(C)(C)c1ccc(C(=O)Nc2ccc(O)c3c(=O)cc(-c4ccccc4Cl)oc23)cc1	-12	·	-2	-19	2	·	-33	0	-37
21	COc1ccc(C(=O)NCc2cccnc2)cc1OC	-20	7	6	2	-6	-7	-17	0	-12
22	CCSC(C)CC1C/C(=N/O)c2c(C)noc2C1 (stereo not given)	-15	2	7	4	-4	-1	-17	-1	7
23	Cc1ccc(-c2cc(C(=O)Nc3ccc(S(=O)(=O)Nc4ncccn4)cc3)[nH]n2)c(O)c1C	15	3	3	-72	-4	-11	-22	2	-33
24	COc1cc2ccccc2cc1-c1nnc(COc2ccccc2)o1	-9	0	7	-3	-11	-2	-31	-10	-29
25	O=C(CSc1nnc(CNC(=O)c2cccs2)o1)NC1CCCCC1	-8	-7	-5	-13	0	4	-15[20 µM]	1	-20
26	C#CCOCCOCCOCCNc1nc(N2CCOCC2)nc(N2CCN(C(=O)[C@H](Cc3ccc(O)cc3)n3cc([C@@H](N)CC(C)C)nn3)CC2)n1	-10	1	12	-7	-3	0	-11	0	9
27	C=CCc1ccc(OCCCOc2ccc(C)c(C)c2)c(OC)c1	-9	1	-6	-13	-1	4	-19[20 µM]	-2	5
28	O=C(c1cc(-c2ccccn2)nc2c(Cl)cccc12)N1CCN(C(=O)C2CCCO2)CC1 (stereo not given)	-7	-5	-12	-20	2	-6	-17[20 µM]	0	-13
29	CCOc1ccccc1C(=O)N1CCC(n2nnc3cc(C)ccc32)CC1	4	1	-2	-3	2	0	0	-1	-29
30	Cc1ccc(NC(=O)c2ccc(=O)[nH]c2)cc1S(=O)(=O)N1CCCCC1	-32	3	5	-6	-1	1	-26	1	3
31	N#Cc1c(-n2cccc2/C=N/O)sc2c1CCCC2	-10	-5	4	-6	-2	1	-19	-1	2
32	CCN(CC)C(=O)c1sc2nc(-c3ccc(OC)cc3)cn2c1C	-2	-2	-6	-2	2	-4	-18	0	15
33	CCOc1cc(CNC2CCCC2)c(Cl)cc1OCC(=O)Nc1ccccc1	2	-4	45	2	-5	-8	-14	2	24
34	COCCNC(=O)C(c1ccc(F)cc1)N(C(=O)CCC(=O)Nc1nccs1)c1ccc(C)cc1 (stereo not given)	-3	0	-14	-2	-2	0	-22	-3	-26
35	Cc1cccc(NC(=O)CSc2c3c(nc4ccccc24)CCC3)n1	-10	4	2	-5	-1	-6	-16	-2	4
36	Cc1ccc(SCC(=O)NCc2ccncc2)cc1	-7	6	-4	-1	-4	-7	-26	-3	0
37	CSCCC(NC(=O)c1cc([N+](=O)[O-])cc([N+](=O)[O-])c1)c1nc2ccccc2[nH]1 (stereo not given)	-9	6	-2	-5	0	-3	-17	1	-8
38	CC(NC(=O)c1ccco1)C(=O)Nc1nc(-c2ccccn2)cs1 (stereo not given)	2	3	4	-1	15	-1	-13	4	-34
39	NC(=O)c1ccsc1NC(=O)COC(=O)Cc1ccsc1	8	6	-3	-19	0	0	-25[20 µM]	1	-40
40	CCOC(=O)CSc1nnc(CNC(=O)c2cccs2)n1-c1cccc(C)c1	-19	-5	3	1	-20	1	-3	-2	14
41	OC(CNCCc1ccccc1)COc1ccc(OCC(O)CNCCc2ccccc2)cc1 (stereo not given)	-17	10	11	4	-3	-8	-12	-1	13
42	Cc1ccc(NC(=O)Nc2ccc3c(c2)N(C)C(=O)CS3)nc1	-8	1	-7	-67	-9	1	-14[20 µM]	2	-37
43	COc1ccccc1CN(Cc1nc2ccccc2c(=O)[nH]1)S(=O)(=O)c1ccc(C)cc1	2	-1	-4	-29	-2	6	-14[20 µM]	0	-40
44	NC(=O)N/N=C/c1ccccc1OCC(=O)NCc1ccccc1	-1	-5	0	-2	4	-6	-20	-1	18
45	Cc1ccc(C(=O)NCCCCNC(=O)c2ccc(C)o2)o1	-15	8	7	-8	2	-4	-29	1	-12
46	O=C(Nc1nnc(-c2ccc(Cl)cc2)o1)c1nc2ccccc2s1	-3	8	2	-47	0	-6	-13	-3	-144
47	COCCNC(=O)C(=O)NNS(=O)(=O)c1ccc(Cl)cc1	-13	6	-3	4	-3	3	-17	0	-20
48	COC(=O)CSc1nc(-c2ccccc2)c2c(c1C#N)CCCC2	-23	-1	4	-17	4	0	-18[20 µM]	14	18

# Quoted at random: 4 compounds from above
cpd	SMILES	EBV gp42 block	p97 inhibitor	Tb hexokinase	p47phox inh	Runt-SMMHC FRET	RBBP9 inh	Furin inhibitor	Runt-CBFb FRET	m-calpain inh
48	COC(=O)CSc1nc(-c2ccccc2)c2c(c1C#N)CCCC2	-23	-1	4	-17	4	0	-18[20 µM]	14	18
45	Cc1ccc(C(=O)NCCCCNC(=O)c2ccc(C)o2)o1	-15	8	7	-8	2	-4	-29	1	-12
44	NC(=O)N/N=C/c1ccccc1OCC(=O)NCc1ccccc1	-1	-5	0	-2	4	-6	-20	-1	18
47	COCCNC(=O)C(=O)NNS(=O)(=O)c1ccc(Cl)cc1	-13	6	-3	4	-3	3	-17	0	-20

# (listing goes on)
cpd	SMILES	EBV gp42 block	p97 inhibitor	Tb hexokinase	p47phox inh	Runt-SMMHC FRET	RBBP9 inh	Furin inhibitor	Runt-CBFb FRET	m-calpain inh
49	COC(=O)COc1ccc(S(=O)(=O)NC2CCCCCC2)cc1	2	1	0	6	-1	-1	-17[20 µM]	1	29
50	CCCOC(=O)CSc1nnc(-c2cc(OC)c(OC)c(OC)c2)o1	-13	2	3	-2	2	-9	-22	0	13
51	COc1ccc(C(=O)c2sc3nc(-c4ccccc4)ccc3c2N)cc1OC	-22	0	-16	30*	-44	-5	-22[20 µM]	-16	18
52	N#CCC(=N)N1CCN(c2ccccc2)CC1	-8	3	3	4	-4	-2	-33[20 µM]	-3	2
53	COc1ccc(CNC(=O)CSc2nc3nc(C)cc(C)n3n2)cc1	-13	1	4	0	-1	-8	-38	-2	-10
54	O=C(C[n+]1ccc(C(=O)N/N=C/c2ccc(Cl)cc2Cl)cc1)c1ccccc1	2	-5	-2	11	14	-2	0[20 µM]	8	-4
55	COc1ccc(OC)c(NC(=O)C(CC(=O)O)Cc2ccc(Cl)cc2)c1 (stereo not given)	-16	3	-2	-8	0	9	-13[20 µM]	8	-19
56	CN1CCN(NC(=S)NC(C)(C)CC(C)(C)C)CC1	-18	-1	1	-3	0	0	-18	-4	-9
57	O=C(NCCO)C(=O)NCC1OCCCN1S(=O)(=O)c1cccs1 (stereo not given)	-14	4	35	-11	4	-10	-8	1	3
58	COc1cc(C2NC(=O)NC(C)=C2C(=O)OC(C)(C)C)ccc1OCC(=O)O (stereo not given)	-4	3	2	-9	-1	11	-16[20 µM]	1	-38
59	Cc1ccc(-c2cc(C(=O)N/N=C/c3ccco3)n[nH]2)s1	0	-3	-20	-14	1	0	-12	24	28
60	COc1ccc(C(=O)COc2cccc(NC(=O)c3ccco3)c2)cc1	-2	-4	22	-9	2	1	-28[20 µM]	-2	23
61	COc1ccc(-c2cn3cc(C)ccc3n2)cc1F	1	-10	1	2	-2	-5	-7	-3	-127
62	C/C(N)=C(\C#N)C(=O)NCc1ccccn1	-18	4	4	1	5	-13	-14	-1	-30
63	O=[N+]([O-])c1ccc(COc2cccnc2)cc1	6	2	-2	-3	-4	-2	-17	1	7
64	C/C(CC(=O)N1CCN(C=O)CC1)=N\NC(=O)c1cc2ccccc2cc1O	12	7	31	-4	-136	-9	-14	-20	-55
65	CC(=O)Nc1ccc(Cl)cc1C1COC(=O)C1=N (stereo not given)	-7	6	1	-12	-8	-6	-14	-6	-3
66	C=CCNc1ncnc2sc(SC)nc12	-13	4	-18	-4	2	-2	-27	0	-3
67	Cc1c(C(=O)N/N=C/C(C)C)[nH]c2ccc([N+](=O)[O-])cc12	-6	-5	-17	4	-4	-8	-13	1	27
68	CN(C)/C=C1/C=C(c2ccccc2)OC1=O	-2	4	-39	-29	2	5	-21[20 µM]	2	-5
69	CN1C2CCC1CC(NC(=O)CSc1ccc(C(C)(C)C)cc1)C2 (stereo not given)	-13	-5	7	-19	-1	-9	-9	0	11
70	CC(=O)OCc1nc2sc(C)c(C)c2c(=O)[nH]1	-16	3	0	7	-5	1	-22[20 µM]	-1	-15
71	O=C(N1CCOCC1)N1CCN(S(=O)(=O)N2CCOCC2)CC1	-18	0	5	7	0	-6	-3[20 µM]	-2	-45

# Source: PubChem

# An unsorted share of the library; overall some 2.7% were active at least once.
